Large T inhibition – SV40 large T antigen inhibitors, biochemical (AID 1903); SV40 large T antigen ATPase/helicase inhibition assay; higher % means a stronger effect; one-dose inhibition, % at 20 µM; IC50 in µM for titrated hits; hit rate 0.39% among 310,000; in the data active means a potency from the dose series; inconclusive means inhibition mostly from about 32% at the one dose, without a potency; inactive means the rest, 99 in 100 with inhibition below about 32%; further: strong numbers were not always called active
LYP phosphatase – inhibitors of LYP phosphatase, biochemical, fluorescence intensity, uHTS (AID 1779); recombinant LYP phosphatase, fluorescence intensity; higher % means a stronger effect; hit rate 0.054% among 290,000; one-dose inhibition, % at 11.5 µM; IC50 in µM for titrated hits; in the data active means inhibition above about 50%;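 further: plate controls were vehicle with enzyme for no effect and no enzyme for full effect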
West Nile virus CPE – West Nile virus antiviral activity, cell-based, CPE readout (AID 1621) | West Nile virus-infected cells, CPE inhibition; higher % means a stronger effect | one-dose CPE inhibition, % at 10 µM; IC50 in µM for titrated hits | hit rate 0.02% among 290,000; in the data active means a potency from the dose series; inconclusive means CPE inhibition mostly from about 3.7% at the one dose, without a potency; inactive means the rest, 99 in 100 with CPE inhibition below about 2.2%; further: strong numbers were not always called active
ER stress rescue – protection against thapsigargin-triggered cell killing – 384-well, CSM14.1, ATP luminescence, primary screen (AID 1222); CSM14.1 thapsigargin-induced death rescue, ATP luminescence; higher % means a stronger effect; cellular ATP content (survival), % at 20 µM; hits with a dose series show EC50 in µM; 190,000 tested, under 10 active;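 active means EC50 below 50 µM in the dose-response confirmation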;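 further: death triggered by thapsigargin at about 15 µM added after 2 h compound pretreatment; cell ATP read after overnight thapsigargin exposure of roughly 18 to 22 hours; normalized against plate controls of thapsigargin alone and 5% DMSO vehicle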
GPR35 arrestin U2OS – inhibition of zaprinast-stimulated GPR35 beta-arrestin translocation – imaging, U2OS, beta-arrestin-GFP, zaprinast agonist, primary screen (AID 2058). U2OS GPR35 beta-arrestin-GFP translocation imaging, zaprinast antagonism; higher % means a stronger effect. inhibition, % at 10 µM, or IC50 in µM where a hit was titrated. hit rate 0.052% among 290,000;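 active means inhibition of at least 50% with at least 30 cells and total cytoplasm GFP at most 10,000,000; inconclusive means under 30 cells or total GFP of 10,000,000 plus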
Rac1 GTP hydrolysis – MgcRacGAP GTPase-activating activity inhibitors, confirmation, biochemical, ADP Hunter fluorescence; MgcRacGAP-stimulated Rac1 GTP hydrolysis, ADP Hunter fluorescence; higher % means a stronger effect; GST-tagged Rac1 F28L mutant substrate; inhibition, % at 30 µM; hits with a dose series show IC50 in µM; hit rate 0.6% among 340,000;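 active means first-screen hits whose inhibition reached a set limit at any dose in the follow-up dose series; inconclusive means inhibition above the set first-screen limit but never retested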;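 further: fluorescence reports GDP produced by GAP-driven GTP hydrolysis; strong numbers were not always called active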
Dengue-2 NS5 capping – Dengue-2 NS5 methyltransferase inhibitors, primary screen, biochemical, confirmation dose response (AID 588689) | one-dose inhibition, % at 25 µM; IC50 in µM for titrated hits | Dengue-2 NS5 methyltransferase capping enzyme assay, biochemical; higher % means a stronger effect | hit rate 0.3% among 340,000; in the data active means a potency from the dose series; inconclusive means inhibition above about 29% without an active follow-up result
RSV CPE inhibition – RSV antiviral activity via CPE protection, HEp-2 cells, primary 10 µM value included (AID 2391) | HEp-2 cells, RSV-induced CPE inhibition; higher % means a stronger effect | CPE inhibition, % at 10 µM, or IC50 in µM where a hit was titrated | hit rate 0.13% among 310,000; in the data active means a potency from the dose series; inconclusive means CPE inhibition mostly from about 23% at the one dose, without a potency; inactive means the rest, 99 in 100 with CPE inhibition below about 21%; further: strong numbers were not always called active
PhoP inhibition – PhoP-dependent GFP reporter repression – Salmonella Typhimurium, primary screen (AID 1863); inhibition, % at 50 µM; hits with a dose series show IC50 in µM; hit rate 0.16% among 300,000; S. Typhimurium PhoP-regulated promoter GFP reporter, 4 h; higher % means a stronger effect;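 active means inhibition over 29.93%, a cutoff 3 SD above the screen mean, later confirmed by dose response; inconclusive means inhibition over 29.93% but no dose response follow-up; inactive means inhibition at most 29.93% or unconfirmed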;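 further: 0% = low Mg2+ inducing control and 100% = high Mg2+ repressing control; strong numbers were not always called active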
* = called active by the depositor; ? = inconclusive; . = no result given; & = joins results of further samples.

SMILES | Large T inhibition | LYP phosphatase | West Nile virus CPE | ER stress rescue | GPR35 arrestin U2OS | Rac1 GTP hydrolysis | Dengue-2 NS5 capping | RSV CPE inhibition | PhoP inhibition
Cc1cccc(OC(=O)c2sc(Cl)nc2C)c1 | 11% | -4% | -1.7% | 2.4% | -7% | 6% | -1% | 6.0% | -3%
CCCS(=O)(=O)N1CCN(C(=O)COc2ccc(OC)cc2)CC1 | 1% | -8% | -0.1% | 2.7% | 3% | 5% | 8% | -0.4% | 1%
Clc1ccc(Cn2nc(-c3ccccc3)nc2-c2ccccc2)cc1 | 12% | 0% | -1.7% | -1.0% | 3% | 6% | -3% | 7.7% | -1%
COc1ccc(CC(=O)OCC(=O)Nc2c(C)n(C)n(-c3ccccc3)c2=O)cc1 | 8% | -9% | 0.4% | -0.6% | -4% | 13% | 1% | 0.8% | -8%
CC(C(=O)O)n1nnc2ccccc21 (centres undefined) | -18% | -4% | -0.3% | . | -2% | 8% | -4% | 2.5% | -6%
CC(C)(C)NC(=O)Cn1c(SCC(=O)Nc2nccs2)nc2ccccc21 | 3% | -7% | -0.8% | -1.7% | 5% | 3% | -3% | 3.1% | -1%
CCc1cccc(NC(=O)C2CCCN(c3ncnc4c3nc3n4CCCCC3)C2)c1 (centres undefined) | 7% | -6% | 1.4% | . | -15% | 11% | -10% | 15% | 0%
Cc1cc(NC(=O)CCC(=O)N(CC(=O)NC2CCCC2)c2ccc(F)c(Cl)c2)no1 | 11% | -4% | -0.7% | . | 17% | 10% | 4% | 1.2% | -5%
COc1cc2c(cc1OC)CN(Cc1cc(=O)oc3cc(C)c(Cl)cc13)CC2 | -4% | 5% | -0.7% | -0.4% | -15% | 6% | -4% | 3.4% | -10%
Cc1ccc(NC(=O)c2cc(-c3cccs3)on2)cc1 | 7% | -11% | -0.2% | -0.6% | -6% | 4% | -6% | 3.6% | 1%
C[C@@H]1CCC[C@]2(O[C@H](CCO)C[C@@H](O)[C@@H]2O)O1 | 22% | . | -0.5% | . | . | 5% | 0% | -0.1% | .
CCC(C)(C)n1nnnc1C(CC(C)C)N1CCC(C(N)=O)CC1 (centres undefined) | 1% | 6% | -0.3% | 1.3% | -1% | 8% | 1% | 1.2% | -1%
O=C(c1ccc(Br)cc1)C1CCc2occc2C1=O (centres undefined) | -2% | 3% | -0.5% | 1.8% | 4% | 2% | 8% | 6.7% | 8%
Cc1ccc(NC(=O)C2CC(=O)N(Cc3ccco3)C2)cc1 (centres undefined) | 11% | -6% | -0.4% | . | -5% | 13% | -10% | 0.9% | -12%
CC1(C)Cc2c(sc(NC(=O)COc3ccc(Cl)cc3Cl)c2C(N)=O)C(C)(C)N1 | -1% | 0% | 2.7% | . | 4% | -4% | 0% | -0.9% | -6%
Nc1c(N(CCC2=CCCCC2)C(=O)Cc2ccc(F)cc2)c(=O)[nH]c(=O)n1Cc1ccccc1 | 13% | . | . | . | . | 1% | 3% | -1.6% | -3%
CC(=O)N1CCN2C(=O)C1CCCC(=O)c1cc(C)ccc12 (centres undefined) | 3% | 0% | 0.5% | -2.1% | -10% | 11% | -3% | 1.2% | 2%
CCc1nnc(NC(=O)CSc2ncnc3c2oc2ccccc23)s1 | 2% | 6% | 0.1% | 3.6% | 8% | 4% | -1% | 6.4% | 13%
CC(=O)NCCC(=O)Nc1cc(S(=O)(=O)N2CCCCC2)ccc1N1CCN(C)CC1 | 2% | . | . | . | . | 9% | -9% | -1.1% | -7%
CC(=O)N(c1ccc(Br)cc1)C1C=CS(=O)(=O)C1 (centres undefined) | 5% | -6% | -0.7% | . | -10% | 4% | -4% | 0.8% | 8%

Three of the entries above in order of their number in RSV CPE inhibition, smallest number first.
smiles	RSV CPE inhibition
CC1(C)Cc2c(sc(NC(=O)COc3ccc(Cl)cc3Cl)c2C(N)=O)C(C)(C)N1	-0.9%
CC(=O)N(c1ccc(Br)cc1)C1C=CS(=O)(=O)C1 (centres undefined)	0.8%
O=C(c1ccc(Br)cc1)C1CCc2occc2C1=O (centres undefined)	6.7%

The results go on.
SMILES | Large T inhibition | LYP phosphatase | West Nile virus CPE | ER stress rescue | GPR35 arrestin U2OS | Rac1 GTP hydrolysis | Dengue-2 NS5 capping | RSV CPE inhibition | PhoP inhibition
N/C(=N\c1nc2ccccc2o1)NC(=O)C(Cc1ccccc1)N1C(=O)c2ccccc2C1=O (centres undefined) | 0% | 2% | 0.0% | 2.1% | -4% | 11% | 3% | 2.3% | -9%
COc1ccc(C=O)cc1OC(=O)C1(C)Cc2ccccc2C(=O)O1 (centres undefined) | 1% | -4% | -0.4% | -1.2% | 0% | 10% | -10% | -0.9% | 5%
Cc1ccc(-n2c(SCC(=O)Nc3ccc4c5c(cccc35)CC4)nc(O)c(C)c2=O)cc1 | 10% | -1% | -0.1% | -5.8% | -15% | 4% | 3% | 1.0% | -8%
C=CCn1cccc(C(=O)Nc2ccc(OC)cc2)c1=O | 7% | -2% | -0.1% | -0.9% | -4% | . | . | 0.2% | -5%
O=C(CCS(=O)(=O)c1ccc(Br)cc1)N1CCN(Cc2ccccc2)CC1 | 2% | -6% | -0.2% | 0.2% | -1% | 5% | -3% | -0.1% | 5%
COc1cc(OC)cc(C(=O)Nc2cccc(NC(=O)c3cc(OC)cc(OC)c3)n2)c1 | 3% | . | . | . | . | 11% | 4% | 1.1% | .
CC1CN=C2C(C(=O)Nc3ccccc3)=C(O)CC(c3ccccc3)N21 (centres undefined) | 13% | 1% | -0.1% | -0.9% | 9% | 0% | 3% | 4.0% | 11%
N#C/C(=C\c1c[nH]c2ccccc12)C(N)=O | 6% | -2% | -0.1% | . | 7% | 7% | 3% | 1.4% | 2%
Cc1ccsc1C(=O)N1CCCC(N2CCN(c3cccc(Cl)c3)CC2)C1 (centres undefined) | 16% | -3% | ? | . | 4% | -2% | 1% | 14% | 1%
COc1ccc(C(=O)COC(=O)CN2CC(=O)Oc3ccccc32)cc1Br | 10% | -5% | 0.9% | -1.6% | -6% | 0% | -6% | 2.3% | 28%
C/C(CC(=O)NCc1ccco1)=N\NC(=O)c1ccc([N+](=O)[O-])cc1Cl | 12% | -10% | 0.1% | . | 7% | 9% | -3% | -0.1% | 12%
N#CC1=C2SC=C(c3ccc(Br)cc3)N2CCCC1=O | 9% | 5% | -1.2% | -0.3% | -1% | 11% | -16% | 5.0% | 4%
O=C(Cn1cnc2ccccc2c1=O)N1CCN(Cc2ccccc2)CC1 | -3% | -9% | -0.4% | -1.6% | -7% | 6% | 0% | -0.2% | 6%
O=C(CNC(=O)c1ccc(OC(F)F)cc1)NC1CCCc2ccccc21 (centres undefined) | -14% | -6% | -0.9% | . | -5% | 6% | -3% | -0.2% | 0%
CCOc1ccc(OCc2ccc(C(=O)N3CCc4ccccc4C3)o2)cc1 | 6% | -7% | -0.9% | 0.1% | 2% | 5% | 4% | 45% | 16%
Cc1ccc(S(=O)(=O)N2CCOC23CCN(C(=O)C(=O)NCc2ccccc2)CC3)cc1 | 8% | . | . | . | . | 3% | -2% | -0.2% | -1%
Cc1ccc(C2(C)NC(=O)N(CC(=O)Nc3ccccc3C(=O)N3CCCCC3)C2=O)cc1 (centres undefined) | 11% | . | . | . | . | 6% | -3% | -1.5% | -6%
Cc1ccccc1NC(=O)CSc1nc(N2CCCCC2)nc(N2CCCCC2)n1 | 2% | -3% | -0.8% | -1.2% | -10% | -5% | -5% | 0.6% | 10%
Cc1cc2nc(CS)[nH]c2cc1C | 21% | 9% | 1.3% | . | 0% | 6% | -20% | 1.6% | -3%
O=C(Nc1ccccn1)c1nc(-c2ccccc2)n(-c2ccccc2)n1 | 1% | -7% | 0.5% | -4.9% | 2% | 8% | -4% | 4.7% | -2%
Cc1cc(/C=C(\C#N)C(=O)OCC(=O)NC(=O)NC(C)(C)C)c(C)n1CCC(C)C | 5% | 3% | 0.2% | 2.1% | 8% | 10% | -9% | 3.9% | -6%
Cc1ccc(S(=O)(=O)NC(C)(C)C)cc1C(=O)OC(C)C(=O)NC1CC1 (centres undefined) | 13% | . | . | . | . | 5% | -11% | -1.9% | 2%
COc1cc(N2C(=O)CSC2=S)cc(OC)c1OC | 12% | -7% | -0.1% | . | 1% | 1% | -10% | 0.3% | -5%
O=C1C(=C2CCCCC2)SC(=S)N1Cc1ccco1 | 26% | -1% | 1.1% | -0.2% | 10% | 17% | 5% | -0.5% | 7%
CCC(C)(C)n1nnnc1C(c1ccc(F)cc1)N1CCN(C(=O)c2ccco2)CC1 (centres undefined) | 3% | -6% | -0.6% | . | 6% | -2% | 2% | 1.0% | 3%
Cc1cc(NC(=O)c2nn(C)c(C)c2Br)no1 | 2% | -11% | -0.3% | . | -8% | 6% | -7% | 2.3% | -2%
CCCn1c(SCC(=O)N2CCc3ccccc32)nnc1-c1ccncc1 | 13% | -4% | -0.1% | 4.4% | 5% | . | . | . | -3%
Cc1ccc(C)c2c1[nH]c1ccccc12 | 10% | -6% | -0.3% | -2.9% | 16% | 11% | -3% | 13% | -11%
O=C(NCC1COc2ccccc2O1)C1CCC(CNc2c(N3CCCCC3)c(=O)c2=O)CC1 (centres undefined) | 2% | 2% | 0.4% | -0.5% | -13% | 3% | -1% | 1.1% | 1%
CSc1ccc(/C=N/N2CCN(Cc3ccccc3)CC2)cc1 | 5% | -1% | -1.0% | -0.1% | -7% | -6% | 7% | 1.9% | 1%
O=C(O)Cc1ccc(NS(=O)(=O)c2ccccc2Cl)cc1 | 10% | -7% | 0.4% | -1.0% | 2% | . | . | -1.2% | 1%
COc1cccc(-c2nn(-c3ccccc3)cc2/C=C(/NC(=O)c2ccccc2)C(=O)O)c1 | 11% | -2% | 0.1% | . | -2% | -2% | -2% | 1.7% | -8%
COc1cc(C(CCN2CCOCC2)c2c(OC)cc(OC)c3c(C)cc(=O)oc23)cc(OC)c1OC (centres undefined) | -4% | -6% | -0.4% | . | 1% | 8% | -4% | -1.7% | 6%
CNC(=O)c1ccsc1NC(=O)CN1C(=O)CCC1=O | . | -1% | 0.5% | . | -8% | -2% | -3% | 3.1% | 0%
O=C(O)CCCNC(=O)C(c1ccccc1)c1ccccc1 | 10%&20% | 0%&-6% | 0.1%&0.9% | -5.3%&1.5% | 9%&11% | 4%&4% | -1%&-8% | 4.5%&2.4% | 3%&-8%
Fc1ccc(NC(=S)Nc2cccnc2)cc1Cl | -1% | -4% | -0.8% | -2.5% | -8% | -4% | -8% | 3.1% | -7%
CCOc1ccc(CNC2CCCc3ccccc32)cc1 (centres undefined) | 1% | -1% | -1.8% | -2.0% | 0% | 202µM* | -10% | -1.3% | -7%
COC(=O)N/N=C\c1ccc(-c2cc(Cl)c(Cl)cc2Cl)o1 | 15% | 5% | 0.8% | 13% | 9% | 8% | 2% | 5.0% | -16%

Bioassay records deposited in PubChem BioAssay by several laboratories.
